PGC1a acetyl inh: inhibitors of PGC1a acetylation signal, primary screen, cell-based, U2OS, AlphaScreen, inhibitor mode; AlphaScreen anti-acetyl-lysine; with virally co-expressed GCN5 acetyltransferase; inhibition, % at 15.6 µM; actives 0.17% (n = 350,000); AID 651687, 2012;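 active means every replicate shows inhibition of at least 40%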;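 further: 0% = neutral control wells and 100% = positive control wells; some results beyond the cut were filed as inactive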
LGR2 inh: inhibitors of bursicon-induced LGR2 CRE-luciferase signal, primary screen, cell-based, HEK293, CRE-luciferase reporter, bursicon stimulation. Drosophila bursicon receptor LGR2 (rickets). bursicon-stimulated, 4 h. inhibition, % at 9.99 µM. actives 0.35% (n = 380,000). AID 720647, 2013;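 active means drop in luminescence signal, shown as inhibition above about 50% in the replicate tests, limit read from the data, passing the limit was not always enough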;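 further: agonist challenge used bursicon conditioned medium at about half maximal strength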
PAX8 inh HTS: inhibitors of PAX8-driven TPO luciferase reporter, primary screen, RMG-I cells, single concentration; SteadyGlo, 24 h; inhibition, % at 12.6 µM; actives 1.2% (n = 360,000); AID 652154, 2013;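 active means mean replicate inhibition at least 60% with every replicate also reaching 60%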;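 further: luciferase light reporting Pax8 driven TPO promoter activity; plate controls were median of neutral control wells for no effect and mitoxantrone controls for full effect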
PglD inh: C. jejuni PglD acetyltransferase inhibitors, primary screen, biochemical, DTNB colorimetric, single point; inhibition, % at 12.5 µM; UDP-N-acetylbacillosamine N-acetyltransferase PglD (Campylobacter jejuni); purified PglD enzyme, DTNB colorimetric CoA detection; AID 602405, 2012; actives 0.098% (n = 360,000); in the data active means inhibition above about 16%, passing the limit was not always enough; further: strong numbers were not always called active
ARNT TACC3 PPI: disruptors of ARNT/TACC3 protein interaction, primary screen, biochemical, AlphaScreen, single concentration | inhibition, % at 9.99 µM | AlphaScreen His-ARNT PAS-B/GST-TACC3 binding, luminescence; TACC3 fragment carries E629A point mutation | Transforming acidic coiled-coil-containing protein 3 (Homo sapiens), Q9Y6A5 | actives 0.66% (n = 390,000) | AID 623870, 2012;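 active means mean inhibition of replicates at least 50% and at least half of replicates each reaching 50%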;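 further: 0% = complete ARNT plus TACC3 wells and 100% = ARNT alone without TACC3; many hits fall short of the cut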
Statin myotox sup: suppressors of statin myotoxicity in C2C12 myotubes, primary screen, cell-based, single point, plate reader. C2C12 myotubes + simvastatin, ATP luminescence, 48 h; scaled: DMSO 0, geranylgeraniol control 100. rescue of ATP level, % at 7.49 µM. actives 0.78% (n = 330,000);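 active means mean ATP rescue above about 67%, or every replicate alone reaching that limit, limit read from the data, passing the limit was not always enough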;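 further: myotubes were challenged with 10 µM simvastatin during compound exposure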
INS-1E GSIS act: GLuc luminescence reporter in INS-1E cells, primary screen for activators of glucose-dependent secretion of insulin. INS-1E GLuc reporter insulin secretion, 2-3 h. activation, % at 16.6 µM. actives 0.61% (n = 370,000);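 active means lowest replicate activation of at least 40%, so every replicate reaches that level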;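 further: 0% = median of neutral control wells and 100% = median of IBMX positive control wells; some compounds called inactive have numbers as strong as hits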
Cneo AK release: Cryptococcus neoformans cell lysis inducers, primary screen, AK release luminescence, single concentration; C. neoformans lysis, adenylate kinase release luminescence, 4 h; normalised: neutral wells 0, clomiphene wells 100; lysis activity, % at 15 µM; actives 0.2% (n = 360,000);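 active means mean lysis activity across replicates of at least 80%, whatever share of replicates individually reach that level; inactive means mean lysis activity below 80%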
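Schedule: static 4 h at 37 °C with compound, 1 h detection; system: C. neoformans cells; benchmarks: Clomiphene as positive control; buffer or medium: fresh YPD medium; measure: luminescence rise reflecting yeast cell lysis; measured by: luminescent adenylate kinase detection reagent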
The depositor's hits bear a star; · = no result given.

The first 8 records (preview)
The line under a structure holds: PGC1a acetyl inh	LGR2 inh	PAX8 inh HTS	PglD inh	ARNT TACC3 PPI	Statin myotox sup	INS-1E GSIS act	Cneo AK release
> CCNC(=O)NC(=O)C(C)OC(=O)c1ccc(SC)cc1OC (configuration not stated)
→ ·	2	22	·	-5	·	6	·
> O=C(Nc1scc(-c2ccc(F)cc2)c1C(=O)O)c1ccco1
→ 0	·	·	4	9	-4	·	-2
> CCC(Sc1ccc(C(=O)O)cc1)C(=O)O (configuration not stated)
→ 1	·	-10	4	14	·	·	-1
> Cn1nc(C(=O)NCc2ccccc2)c2ccccc2c1=O
→ -5	·	·	-5	10	19	·	7
> COC(=O)C[C@@H]1CC[C@@H]2[C@@H](COc3ccc(NC(=O)Nc4c(C)noc4C)cc3C(=O)N2C)O1
→ 4	2	-4	-4	-2	3	12	-3
> Cc1cc(NS(=O)(=O)c2ccc(NC(=O)Nc3ccc4c(c3)OCO4)cc2)no1
→ 4	-29	·	·	6	-9	3	·
> C[C@@H]1CCCCO[C@@H](CN(C)S(=O)(=O)c2cccs2)[C@@H](C)CN([C@H](C)CO)C(=O)c2cc(N(C)C)ccc2O1
→ -6	-2	3	0	28	3	1	-4
> O=C(CCCO)c1ccc2c(c1)OCCO2
→ ·	·	·	7	0	1	·	1

The list itself (from the top)
The line under a structure holds: PGC1a acetyl inh	LGR2 inh	PAX8 inh HTS	PglD inh	ARNT TACC3 PPI	Statin myotox sup	INS-1E GSIS act	Cneo AK release
> CCNC(=O)NC(=O)C(C)OC(=O)c1ccc(SC)cc1OC (configuration not stated)
→ ·	2	22	·	-5	·	6	·
> O=C(Nc1scc(-c2ccc(F)cc2)c1C(=O)O)c1ccco1
→ 0	·	·	4	9	-4	·	-2
> CCC(Sc1ccc(C(=O)O)cc1)C(=O)O (configuration not stated)
→ 1	·	-10	4	14	·	·	-1
> Cn1nc(C(=O)NCc2ccccc2)c2ccccc2c1=O
→ -5	·	·	-5	10	19	·	7
> COC(=O)C[C@@H]1CC[C@@H]2[C@@H](COc3ccc(NC(=O)Nc4c(C)noc4C)cc3C(=O)N2C)O1
→ 4	2	-4	-4	-2	3	12	-3
> Cc1cc(NS(=O)(=O)c2ccc(NC(=O)Nc3ccc4c(c3)OCO4)cc2)no1
→ 4	-29	·	·	6	-9	3	·
> C[C@@H]1CCCCO[C@@H](CN(C)S(=O)(=O)c2cccs2)[C@@H](C)CN([C@H](C)CO)C(=O)c2cc(N(C)C)ccc2O1
→ -6	-2	3	0	28	3	1	-4
> O=C(CCCO)c1ccc2c(c1)OCCO2
→ ·	·	·	7	0	1	·	1
> O=C(NCC1CCCO1)c1ccccc1-c1nc(-c2ccccc2Cl)no1 (configuration not stated)
→ ·	29	-4	·	-3	·	22	·
> O=C(Nc1ncn[nH]1)c1cccc(S(=O)(=O)N2CCOCC2)c1
→ ·	-16	0	·	11	·	18	·
> O=C1CN(C(=O)CNCc2ccccc2Cl)c2ccccc2N1
→ 5	-9	-5	-3	-5	-9	-3	0
> CCOc1ccc(S(=O)(=O)Nc2ccc3c(c2)OCO3)cc1
→ 6	-1	-4	·	-2	7	3	·
> NC(=O)c1oc2ccccc2c1NC(=O)CCc1ccccc1
→ -1	-9	5	-1	-11	9	·	-4
> C#CCN(C[C@H]1[C@H](OC(=O)NC2CCCC2)[C@H](OC(=O)NC2CCCC2)C[C@H]2C(=O)N(c3ccccc3)C(=O)[C@@H]12)S(=O)(=O)c1ccc(C)cc1
→ -3	-6	-14	1	·	-3	4	2
> Cc1noc(C)c1S(=O)(=O)N(C)C[C@@H]1Oc2ccc(NC(=O)Nc3cccc4ccccc34)cc2CC(=O)N([C@H](C)CO)C[C@H]1C
→ -4	7	-10	-1	·	35	6	-2
> CC(C)NC(=S)NNc1ncnc2sc3c(c12)CC(C)(C)OC3
→ 7	1	0	-3	·	-8	0	0
> COCCNC(=O)CCCn1c(=O)c2ccccc2n(Cc2cccc([N+](=O)[O-])c2)c1=O
→ 5	-7	0	·	8	·	4	·
> O=C(C1CCN(S(=O)(=O)c2cccs2)CC1)N1CCc2ccccc2C1
→ 1	-1	·	1	2	-12	-5	-1
> CC(=O)Nc1c(C)ccc(CNC(=O)COc2cc(C)ccc2C)c1C
→ 7	2	15	2	-5	-1	-2	0
> Cc1cc(C)n(-c2nnc3n2N=C(c2c[nH]c4ccccc24)CS3)n1
→ -7	·	·	-1	2	36	·	2
> CCOC(=O)C1CCN(C(=O)c2cc(OCC)c(OCC)c(OCC)c2)CC1
→ 7	·	·	-1	-9	-1	·	-2
> Cc1csc(=O)n1CCC(=O)OCC(=O)Nc1cc([N+](=O)[O-])ccc1Cl
→ -9	-6	1	0	-4	-1	10	3
> COC(=O)C[C@@H]1C[C@@H]2c3cc(NC(=O)CC4CC4)ccc3O[C@@H]2[C@H](CO)O1
→ 4	1	2	1	-3	-8	3	-2
> CCN(CC(=O)Nc1ccccc1C(=O)OC)S(=O)(=O)c1ccccc1
→ 0	-9	·	-1	2	10	25	0
> C[C@H]1CN([C@@H](C)CO)C(=O)c2cc(C#CC3(O)CCCC3)cnc2O[C@H]1CN(C)C(=O)C1CCOCC1
→ 7	-5	-7	-2	-3	-4	16	-1
> O=c1c2ccccc2c(=O)n(-c2ccccc2)n1CCCCBr
→ -12	·	-5	5	·	·	·	0
> CCN(CC(=O)Nc1ccc(NC(C)=O)cc1)C(=O)c1cccc(Oc2ccccc2)c1
→ 3	-5	22	1	2	-28	-20	0
> CC1CCN(CC(C)OC(=O)c2ccc3c(c2)OCCO3)CC1 (configuration not stated)
→ ·	-26	-22	0	-1	2	11	5
> CN(C)CC(=O)Nc1ccc2c(c1)[C@H]1C[C@H](CC(=O)NCC3CC3)O[C@H](CO)[C@H]1O2
→ -3	-8	-17	1	-1	-3	0	0
> CCCCn1c(N)c(N(CCOC)C(=O)c2cc3c(s2)CCC3)c(=O)[nH]c1=O
→ 1	6	3	7	23	16	-6	0

(list continues)
The line under a structure holds: PGC1a acetyl inh	LGR2 inh	PAX8 inh HTS	PglD inh	ARNT TACC3 PPI	Statin myotox sup	INS-1E GSIS act	Cneo AK release
> O=C(CCn1nnc2ccccc21)Nc1nnc(Cc2ccc(F)cc2)s1
→ -13	·	·	-4	-2	8	·	-4
> CCCN(C)C[C@H]1Oc2cc(C3=CCCC3)ccc2S(=O)(=O)N([C@@H](C)CO)C[C@@H]1C
→ -30	1	·	·	·	12	10	·
> Cc1nnc(SCC(=O)N2CCN(c3ccccc3)CC2)n1C1CC1
→ 3	4	-2	-4	1	5	9	-3
> Cc1ccccc1S(=O)(=O)N[C@H]1CC[C@H](CCn2cc(-c3ccc(F)cc3)nn2)O[C@H]1CO
→ -9	7	14	0	-14	19	-10	-2
> C=CCN1C(=O)C(CC(=O)Nc2ccccc2)S/C1=N/c1nccs1 (configuration not stated)
→ ·	-10	-28	·	5	·	25	·
> C[C@@H]1CN([C@@H](C)CO)C(=O)c2cc(-c3ccccc3)cnc2O[C@H]1CN(C)C(=O)Nc1ccc2c(c1)OCO2
→ 2	-1	3	-1	-2	12	-18	2
> CCOc1ccc(OCc2cccc(C(=O)N3CCCC3)c2)cc1
→ -10	-32	·	9	·	0	-21	-6
> COc1ccccc1-n1cc2c([N+](=O)[O-])cc([N+](=O)[O-])cc2n1
→ -4	9	-1	-1	-3	10	-1	0
> CCOc1ccc(NC(=O)CCNS(=O)(=O)c2cccs2)cc1
→ 1	-10	·	1	1	14	11	2
> Cc1onc(-c2ccccc2Cl)c1C(=O)Nc1ccc(N2CCOCC2)cc1
→ 0	·	·	-8	3	-2	·	24
> C[C@H](CO)N1C[C@H](C)[C@@H](CN(C)Cc2ccc(C(F)(F)F)cc2)Oc2ccc(N(C)C)cc2C1=O
→ 14	-16	30	·	·	-107	-16	·
> Cc1ccc(S(=O)(=O)Oc2cc(N)c3c(n2)CCC3)cc1
→ -1	-5	13	-1	-2	-5	5	1
> Cc1ccc(NC(=O)CN(C)C(=O)CSc2nnc(NC(C)C)s2)cc1
→ -3	4	-2	-5	-3	-2	20	6
> O=C(Nc1ccc2ccccc2c1)c1cccc2ccccc12
→ -9	-51	-105	1	-4	3	71*	-1
> CSc1nnc(C2CCCN(CC(=O)Nc3ccccc3N3CCOCC3)C2)n1C(C)C (configuration not stated)
→ ·	-12	12	0	-4	1	36	-1
> C[C@@H]1CN([C@@H](C)CO)C(=O)Cc2cc(NC(=O)Nc3ccc(C(F)(F)F)cc3)ccc2O[C@@H]1CN(C)Cc1ccc(C(F)(F)F)cc1
→ -3	-6	11	1	12	-32	3	3
> COc1ccc(S(=O)(=O)N(C)C[C@@H]2Oc3ncc(C#CC4(O)CCCC4)cc3C(=O)N([C@H](C)CO)C[C@H]2C)cc1
→ -1	-2	-6	-5	-4	-1	-4	-3
> Cc1cccnc1NC(=O)CN1C(=O)c2ccccc2S1(=O)=O
→ ·	-12	-5	2	-5	2	11	5
> CC(C)OC(=O)C1Cc2ccccc2CN1S(=O)(=O)c1cccs1 (configuration not stated)
→ ·	10	-11	-1	-4	1	-29	3
> O=C(Nc1ccc(S(=O)(=O)Nc2nccc(C3Cc4ccccc4C(=O)O3)n2)cc1)c1ccccc1 (configuration not stated)
→ -1	·	·	-1	-8	-4	2	3
> COc1cc(/C=C2/C(=N)N3OC(C)=CC3=NC2=O)ccc1OCCOc1ccc(C)cc1
→ -6	·	-24	-3	-2	11	·	0
> COc1ccc(S(=O)(=O)N(C)C[C@@H]2OCc3ccccc3-c3ccccc3C(=O)N([C@@H](C)CO)C[C@H]2C)cc1
→ 1	-12	·	0	17	·	-23	0
> COCCNC(=O)c1ccc(C)c(S(=O)(=O)Nc2ccc(C)cc2)c1
→ -10	3	·	-1	0	-10	-5	2
> Cc1ccc(-c2cc3nc(-c4ccccc4)cc(NCCCO)n3n2)cc1
→ -19	-2	21	-5	·	6	·	0
> O=C1C(=O)N(CNc2cccnc2)c2ccccc21
→ ·	-9	15	·	1	·	3	·
> COc1ccccc1CNC(=O)COC(=O)CNS(=O)(=O)c1ccc(C)cc1
→ -2	8	3	-4	-1	·	-51	0
> COCCn1c(Cc2ccccc2)nnc1SCc1nc2ccccc2c(=O)[nH]1
→ -9	·	·	3	-9	9	·	0
> COc1cc(C2=NOC(C(=O)N3CCOCC3)C2)cc(OC)c1OC (configuration not stated)
→ -2	-5	·	-3	1	-55	20	-1
